Screening data as filed in PubChem.
Dengue inhibitors: Dengue virus cytopathic effect inhibitors, cell-based, CPE readout, HTS (AID 540333); Dengue virus CPE inhibition in host cells; active compounds read high; CPE inhibition, % at 20 µM; hit rate 3.1% among 10,000; in the data active = CPE inhibition mostly above about 9.1%, no sharp cut-off; inactive = mostly below about 7.2%
Active calls of the source: *; i = inactive. These rows are one share of the data. The share of hits here may be higher or lower than overall.

SMILES	Dengue inhibitors
COC(=O)C1=C(c2ccc3ccccc3c2)C[C@@H]2CC[C@H]1N2C(=O)N1CCC(C)CC1	5.0
COC(=O)OCC12CCC(O1)C1(C)C(=O)OCC21 (stereo unspecified)	i
Fc1ccccc1CCNCc1ccccc1	0.1
CC(C)N1C(=O)NC(=O)C2(Cc3cc([N+](=O)[O-])ccc3N(C)C2c2ccccc2)C1=O (stereo unspecified)	1.2
COC(=O)C1=C(c2ccc(S(C)(=O)=O)cc2)C[C@@H]2CC[C@H]1N2C(=O)NCc1ccc(F)cc1	i
O=C1CN=C(c2ccccc2)c2cc(Br)ccc2N1Cc1cc(=O)n2ccccc2n1	0.2
CN1C(=O)C(=Cc2ccc(N3CCOCC3)o2)C(=O)N(C)C1=O	i
C/C(CC(c1ccccc1)c1c(O)c2ccccc2oc1=O)=N\NC(N)=S (stereo unspecified)	0.0
Cc1ccc(-n2c(C)cc(/C=C3\C(=O)NC(=O)N(C)C3=O)c2C)cc1C	0.1
COC(=O)C1=C(c2ccc(F)cc2F)C[C@@H]2CC[C@H]1N2C(=O)NCc1ccco1	0.9
Cn1c(O)c(/C=N/N2CCCCC2)c(=O)[nH]c1=O	0.0
O=c1c2ccccc2ncn1-c1ccc([N+](=O)[O-])c(C(F)(F)F)c1	i
Cc1cc(C(=O)N=Nc2c(O)n(C)c3ccccc23)c(C)o1	1.1
Cc1nn(Cc2ccc(Cl)cc2Cl)c(Cl)c1C(=O)Nc1ccc(OC(F)F)cc1	0.2
COC(=O)C1=C(c2ccc(F)cc2F)C[C@@H]2CC[C@H]1N2C(=O)NCCOc1ccc(OC)cc1	0.1
COC(=O)C1=C(c2cc3ccccc3o2)C[C@@H]2CC[C@H]1N2C(=O)NCc1cccc2ccccc12	16*
CN1C2CCC1CC(OC(=O)c1ccc(Cl)cc1)(C(=O)O)C2 (stereo unspecified)	0.3
COC(=O)C1=C(c2cc3ccccc3s2)C[C@@H]2CC[C@H]1N2C(=O)NC1CC1	1.5
Cc1ccn2nc(S(=O)(=O)Nc3c(F)cccc3F)nc2n1	0.8
CCOC(=O)CCCCCNC(=O)c1c(O)[nH]c(=O)[nH]c1=O	i
O=C(NCCCN1CCOCC1)C(Cl)(Cl)Cl	i
Cc1ccc(-n2c(O)c(/C=N/NC(=O)c3ccncc3)c(=O)[nH]c2=O)cc1C	i
C[N+]1(CC(COCc2ccccc2)OC(=O)Cc2ccccc2)CCOCC1 (stereo unspecified)	1.9

Given bar-delimited: entries from further up.
Molecule | Dengue inhibitors
COC(=O)C1=C(c2ccc(F)cc2F)C[C@@H]2CC[C@H]1N2C(=O)NCCOc1ccc(OC)cc1 | 0.1
COC(=O)C1=C(c2cc3ccccc3o2)C[C@@H]2CC[C@H]1N2C(=O)NCc1cccc2ccccc12 | 16*
CN1C2CCC1CC(OC(=O)c1ccc(Cl)cc1)(C(=O)O)C2 (stereo unspecified) | 0.3
COC(=O)C1=C(c2cc3ccccc3s2)C[C@@H]2CC[C@H]1N2C(=O)NC1CC1 | 1.5
Cc1ccn2nc(S(=O)(=O)Nc3c(F)cccc3F)nc2n1 | 0.8

Ordered by molecular weight (falling): 5 of the compounds above.
SMILES	Dengue inhibitors
COC(=O)C1=C(c2cc3ccccc3o2)C[C@@H]2CC[C@H]1N2C(=O)NCc1cccc2ccccc12	16*
C[N+]1(CC(COCc2ccccc2)OC(=O)Cc2ccccc2)CCOCC1 (stereo unspecified)	1.9
COC(=O)C1=C(c2cc3ccccc3s2)C[C@@H]2CC[C@H]1N2C(=O)NC1CC1	1.5
C/C(CC(c1ccccc1)c1c(O)c2ccccc2oc1=O)=N\NC(N)=S (stereo unspecified)	0.0
Cc1ccc(-n2c(C)cc(/C=C3\C(=O)NC(=O)N(C)C3=O)c2C)cc1C	0.1
